# MEP2-GFP yeast: modulators of MEP2-GFP levels in yeast, primary screen, S. cerevisiae, multiplex flow cytometry, MLPCN library | S. cerevisiae MEP2-GFP strain, 3 h; 100% = DMSO control level | hit rate 0.51% among 330,000 | GFP response vs DMSO, % at 10 µM;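 active = GFP response versus DMSO above a set limit, roughly screen mean plus 3 SD, cut at about 180% in these data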;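 also: median GFP fluorescence of the barcode-gated MEP2-GFP cells per well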
# proCasp7 act: procaspase-7 activators, primary screen, counter-screen for procaspase-3 activator project, biochemical, absorbance, HTS, human; activation, % at 8.5 µM; AID 463210, 2010; hit rate 0.093% among 330,000; recombinant procaspase-7, Ac-DEVD-pNA absorbance 405 nm; D23A/D198A/D206A triple mutant, cannot self-cleave; scale: DMSO 0, 5 µM enzyme 100; Caspase-7 (Homo sapiens), P55210;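 active = percent activation above the screen-wide mean plus 3 SD, cut at about 25% in these data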
#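 Detection: p-Nitroaniline absorbance at 405 nm, read at 0 and 120 min; system: Uncleavable procaspase-7 mutant enzyme; evaluation: % activation from two-timepoint absorbance difference, scaled to controls; times: 1 h enzyme–compound preincubation and 2 h substrate reaction, both 25 °C; buffer or medium: Zinc-free HEPES pH 7.4 with 300 mM NaCl, 0.01% Triton X-100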
# LAP4 TOR yeast: modulators of LAP4-GFP expression in yeast, primary screen, S. cerevisiae, multiplex flow cytometry, MLPCN library; 3 h; median GFP as percent of DMSO wells; GFP response vs DMSO, % at 10 µM; hit rate 0.34% among 320,000;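 active = GFP response vs DMSO above a set limit, about the screen mean plus 3 SD, cut at about 150% in these data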
# RPL19A-GFP yeast: RPL19A-GFP expression modulators in yeast, primary screen, cell-based, S. cerevisiae, multiplex flow cytometry, MLPCN | S. cerevisiae RPL19A-GFP strain, 3 h; hits give low values | percent response vs DMSO, % at 10 µM | hit rate 0.3% among 330,000 | AID 2025, 2009;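 active = percent response vs DMSO below 50%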;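 also: median channel GFP fluorescence of the barcoded RPL19A-GFP strain; ratio of sample median GFP to plate DMSO average so 100% = DMSO; lower means less RPL19A-GFP as with rapamycin TOR inhibition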
# ZTA counter: ZTA (EBV) inhibition in EBNA-1 counter-screen. P03206. ZTA-DNA binding, fluorescence polarization. inhibition, % at 11 µM. hit rate 0.15% among 320,000. AID 2234; in the data active = inhibition above about 33%
# AHR activator: AHR activators, primary screen, cell-based, luminescence, luciferase reporter, human; AID 2796, 2010; activation, % at 5 µM; hit rate 2.5% among 320,000; Aryl hydrocarbon receptor (Homo sapiens), P35869; AHR-responsive luciferase reporter cells; in the data active = activation above about 47%;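 also: 0% = vehicle wells and 100% = reference agonist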
# procasp3 activ: activators of human procaspase-3 D3A mutant, primary screen, biochemical, absorbance, PC-3 D3A mutant, single concentration; activation, % at 8.5 µM; Caspase-3 (Homo sapiens), P42574; recombinant procaspase-3 D3A, Ac-DEVD-pNA absorbance 405 nm; hit rate 0.11% among 330,000; AID 463141, 2010;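 active = activation above the mean of all tested compounds plus 3 SD, cut at about 21% in these data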;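 also: 0% = DMSO alone and 100% = DMSO wells spiked with extra 5 µM PC-3 D3A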
#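 System: Procaspase-3 D3A mutant. Medium: Zinc-free 300 mM NaCl, 50 mM HEPES, 0.01% Triton X-100. Schedule: 1 h preincubation plus 2 h reaction at 25 °C. Measured by: 405 nm absorbance of p-nitroaniline, reads at 0 and 120 min. Read-out: percent activation relative to control range.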
# EBNA-1 inhibitor: EBNA-1 DNA-binding inhibitors, primary screen, biochemical, fluorescence polarization | inhibition, % at 14.8 µM | hit rate 0.34% among 300,000; in the data active = inhibition above about 28%
# Active calls of the source: *; · = no result given.
SMILES,MEP2-GFP yeast,proCasp7 act,LAP4 TOR yeast,RPL19A-GFP yeast,ZTA counter,AHR activator,procasp3 activ,EBNA-1 inhibitor
O=C(CN1C(=O)NC2(CCCCCC2)C1=O)N1CCN(S(=O)(=O)c2ccc(Cl)cc2)CC1,108,8,108,101,4,0,4,16
O=C(Nc1ccc2c(c1)OCO2)C1CCCN1C(=O)NCc1ccccc1 (stereo unspecified),99,9,89,95,-12,-2,0,-3
CC(NS(=O)(=O)c1ccc(Br)cc1)C(=O)NCCc1ccccc1 (stereo unspecified),107,9,101,103,7,-1,0,4
COc1ccc(SC[C@H](Cc2ccccc2)N2CC[C@@H](C)CCC2=O)cc1,86,0,108,97,3,0,-4,·
Cc1cccc(C)c1NC(=O)c1ccc(N2CCCC2=O)cc1,100,5,109,102,-2,-3,1,·
Cc1cccc(NC(=S)NC2CC3C=CC2C3)c1 (stereo unspecified),100,1,122,110,7,2,6,-4
COc1ccccc1N1CC(C)(C)C(=O)N(C(=O)c2ccc(C)cc2)C1=S,101,10,97,95,2,0,11,0
CCN(CC(=O)Nc1c(F)cccc1F)C(=O)c1ccc2c(c1)OCCO2,107,-7,102,103,-15,0,5,-12
Cc1cc(=O)n2c3ccccc3n(CC(O)CN3CCOCC3)c2c1C#N (stereo unspecified),88,-1,96,93,4,-1,0,-10
CC(C)(C)c1ccc(NC(=O)c2ccsc2)cc1,98,6,135,96,6,1,-5,8
O=C(NCCc1ccccc1)C1CCN(S(=O)(=O)N2CCCC2)CC1,105,-4,99,99,-6,0,8,6
Cc1ccc(CNC(=O)CN(c2ccc(C)cc2)S(=O)(=O)c2c(C)n[nH]c2C)cc1,109,0,98,103,-4,5,-3,-2
CC(=O)OCCOCn1cnn2c(=O)c(Br)c(C)nc12,95,5,112,100,-5,1,3,11
CCCCCCC1CC(/C(C)=N\NC(N)=O)OC1=O (stereo unspecified),101,12,83,105,-31,7,5,-2
COc1ccc(CC(=O)NNC(=O)CSc2nnc(Cc3ccc(OC)cc3)n2-c2ccccc2)cc1,106,2,93,105,3,1,5,5
COc1ccc(S(=O)(=O)CCC(=O)Nc2cccc(OC)c2)cc1,98,-3,86,98,-17,6,3,5
Cc1cccnc1NC(=O)C1CCC1,108,-7,95,104,-13,2,-1,-2
O=C(NC(CO)c1ccccc1)c1ccco1 (stereo unspecified),98,9,101,96,-15,1,-2,4
CC(=O)c1cccc(NC(=S)NC(=O)c2cccc(Cl)c2)c1,96,-2,110,97,-15,7,6,4
C/C(=N\NC(N)=O)C1CC(CC(C)C)C(=O)O1 (stereo unspecified),102,-2,116,97,8,6,10,3
NC(=O)CC(NC(=O)c1ccc(Br)cc1)c1ccc(NC2CCCCCCC2)c([N+](=O)[O-])c1 (stereo unspecified),89,-1,104,92,-5,4,-1,1
COc1ccccc1CN1CCN(S(=O)(=O)c2ccccc2)CC1,98,9,99,100,2,5,3,5
Fc1ccc(NC(=S)NCCc2ccccn2)cc1,107,5,77,108,5,-6,-1,4
COCc1cc(C)nc(OCC(=O)N/N=C/c2ccc(C)o2)c1C#N,118,2,110,110,-15,-3,-4,-3
CC(C)C(=O)Nc1cccc(-c2nc3ccccc3o2)c1,94,8,98,92,8,-1,6,-3
CN(CCNC(=O)C1CC(=O)N(c2ccc(F)c(Cl)c2)C1)Cc1ccccc1 (stereo unspecified),95,-1,96,96,-25,0,-3,-10
COc1ccc(CNS(=O)(=O)c2ccc3c(c2)NC(=O)C(C)S3)cc1 (stereo unspecified),89,-14,92,93,8,1,1,7
CC(C)(Oc1ccc(Cl)cc1)C(=O)OCc1nc2ccsc2c(=O)[nH]1,104,12,101,102,-11,5,14,0
CC(C)c1ccc(NC(=O)C2CCCN(S(=O)(=O)c3cnc[nH]3)C2)cc1 (stereo unspecified),107,-3,102,103,-5,10,3,1
O=C(Nc1ccc(Br)cc1)c1cccc(S(=O)(=O)Nc2cnc3ccccc3c2)c1,109,2,91,94,-2,83*,4,4
O=C(Cc1ccccc1)Nc1ccccc1C(=O)N1CCN(c2ccccc2)CC1,95,3,87,102,-8,-2,-2,-3
COc1cccc(NC(=O)C(=O)NCCC2CCCCN2S(=O)(=O)c2cccs2)c1 (stereo unspecified),100,-6,102,97,0,0,11,-17
CN(Cc1ccon1)Cc1cn(C)nc1-c1ccc(Oc2ccccc2)cc1,98,7,102,94,-9,1,-6,11
O=C(Nc1ccc2c(c1)ncn2C1CCCCC1)c1ccco1,104,1,98,99,-4,5,6,7
COc1ccccc1C(=O)NNC(=O)C(=O)NC1CCCCC1,108,-5,104,104,8,15,-3,0
Cc1nn(C)c(Oc2cccc(Cl)c2)c1C(=O)Nc1ccc(F)cc1F,104,11,100,101,23,1,-1,-11

# Results in EBNA-1 inhibitor, AHR activator and proCasp7 act, for 7 of the compounds above:
Molecule	EBNA-1 inhibitor	AHR activator	proCasp7 act
COCc1cc(C)nc(OCC(=O)N/N=C/c2ccc(C)o2)c1C#N	-3	-3	2
CC(C)C(=O)Nc1cccc(-c2nc3ccccc3o2)c1	-3	-1	8
CN(CCNC(=O)C1CC(=O)N(c2ccc(F)c(Cl)c2)C1)Cc1ccccc1 (stereo unspecified)	-10	0	-1
COc1ccc(CNS(=O)(=O)c2ccc3c(c2)NC(=O)C(C)S3)cc1 (stereo unspecified)	7	1	-14
CC(C)(Oc1ccc(Cl)cc1)C(=O)OCc1nc2ccsc2c(=O)[nH]1	0	5	12
CC(C)c1ccc(NC(=O)C2CCCN(S(=O)(=O)c3cnc[nH]3)C2)cc1 (stereo unspecified)	1	10	-3
O=C(Nc1ccc(Br)cc1)c1cccc(S(=O)(=O)Nc2cnc3ccccc3c2)c1	4	83*	2

# Remaining list, next part.
SMILES,MEP2-GFP yeast,proCasp7 act,LAP4 TOR yeast,RPL19A-GFP yeast,ZTA counter,AHR activator,procasp3 activ,EBNA-1 inhibitor
CC(=O)NC12CC3CC(C1)CC(C(=O)Nc1nc4c(C)cccc4s1)(C3)C2,103,12,95,101,2,23,3,3
CC#CCN1c2ccccc2[C@]23C[C@@H](C(=O)OC)N(C(=O)c4ccc(Br)cc4)C2=NC(C(=O)OC)=C(C(=O)OC)[C@H]13,99,-5,93,102,0,2,-3,3
O=C(Cn1cc(C(F)(F)F)cc(Cl)c1=O)Nc1cc(S(=O)(=O)N2CCOCC2)ccc1Cl,106,4,95,105,11,-2,5,1
COc1cc(NC(=O)COc2cccc(OC)c2)cc(OC)c1,88,10,91,107,-6,1,12,0
O=C1CCCC2=C1C(c1ccncc1)c1c(nc(SCc3ccccc3Cl)[nH]c1=O)N2 (stereo unspecified),103,4,102,102,1,4,2,-14
COc1ccc(CNC(=O)c2cc(C3CC3)nc3c2cnn3C(C)C)cc1OC,98,-1,96,92,-4,1,-4,·
Cc1cc(NC(=O)c2ccc(S(=O)(=O)N3CCc4ccccc43)cc2)no1,101,4,96,106,16,14,-3,3
O=C1OC[C@H]2CCCN2C(=O)[C@@H](CC(=O)N(CCO)Cc2ccccc2)C/C=C\C[C@H]1Cc1ccc(F)cc1,95,6,88,87,·,0,3,·
COCC(=O)N1CCC(Oc2ccc(C(=O)NCCCn3cccn3)cc2)CC1,91,5,91,101,-13,2,2,-5
CN(C)c1ccc(NC(=O)Nc2csc3ccccc23)cc1,102,-23,110,99,-13,72*,-6,-3
CCCCc1ccc(NC(=O)N[C@@H](CC(C)C)C(=O)O)cc1,98,6,103,92,-8,2,-3,-5
CCC(=O)N1CCN(c2ccc(Cl)cc2NC(=O)c2ccc([N+](=O)[O-])o2)CC1,94,-9,97,90,-1,-2,3,-3
c1ccc(-n2ncc3c(NC4CCCCCC4)ncnc32)cc1,100,1,106,101,-8,-6,3,-1
NC(=O)Cn1nnc(-c2ccc(NC(=O)c3ccc(F)cc3)cc2)n1,100,-3,98,102,0,4,3,-4
CS(=O)(=O)c1ccccc1-c1nc(-c2cc(C(F)(F)F)cc(C(F)(F)F)c2)no1,101,2,93,·,4,1,2,-5
Cc1ccc(NC(=O)CS(=O)CC(=O)NCCCc2ccccc2)cc1Cl (stereo unspecified),98,-1,94,98,12,1,-6,2
CC(C)(C)C(=O)Nc1nc(-c2ccc3c(c2)OCO3)cs1,101,2,103,99,-3,24,2,-6
CCOC(=O)c1c(NC(=O)c2ccn(CC)n2)sc2c1CCC2,101,6,97,99,-5,42,2,-12
Cc1onc(-c2ccccc2)c1C(=O)Nc1ccc(Br)cc1Cl,109,-3,107,107,-9,-4,6,-6
Cc1ccc(C(=O)OCC(=O)NC(=O)Cc2ccccc2)c(O)c1,99,-8,103,104,-16,2,9,12
N#C/C(=C\c1c(F)cccc1Cl)C(=O)NC1CC1,104,1,132,115,14,0,6,9
COc1cccc(C(=O)COC(=O)CCC(=O)c2ccccc2)c1,105,11,108,105,12,1,-1,1
CCOc1cc(CN2CCN(c3ccc(C(C)=O)cc3)CC2)ccc1OC,116,0,114,110,18,-1,-4,0
COc1ccccc1-c1cc2nc(C)c(CCC(=O)NCc3ccc(F)cc3)c(C)n2n1,98,-10,102,93,-10,2,-7,-6
Cc1ccc(C(=O)COc2cc(O)c3c(=O)cc(-c4ccccc4)oc3c2)cc1,103,4,93,104,-3,-1,-1,-1
O=C(Cn1nnc(-c2cccs2)n1)NCCc1ccccc1,95,-13,103,103,2,-1,-10,-4
CSCCC(NC(N)=O)C(=O)N(C)CC(=O)Nc1cc(C)ccc1C (stereo unspecified),104,-9,102,102,-4,1,-1,6
O=C(NCCN=C1NS(=O)(=O)c2ccccc21)c1ccc(S(=O)(=O)N2CCOCC2)cc1,104,-11,97,103,-15,8,10,-4
COc1ccc(NC(=S)NC(=O)/C=C/c2ccco2)cc1,102,-13,101,103,3,18,-13,-6
CCCN1CCN(C(=S)NCc2ccc(Cl)cc2)CC1,106,1,111,102,-7,2,4,6
COc1ccc(OC)c(N(CC(=O)NCc2ccncc2)S(C)(=O)=O)c1,90,9,98,88,1,0,-7,-4
COC(=O)c1sc2nc(C)c([N+](=O)[O-])c(C)c2c1N,130,-2,118,100,-4,7,3,-5
COc1ccc(C2CC(=O)c3c(O)cc(O)cc3O2)c(CC=C(C)C)c1OC (stereo unspecified),94,-7,95,93,-5,0,0,-4
CCOC(=O)C1=C(C)N(C)C(=O)NC1c1cc2c(cc1[N+](=O)[O-])OCO2 (stereo unspecified),99,-6,111,97,-1,9,2,1
COc1cc(S(=O)(=O)Nc2cccnc2)ccc1Cl,102,2,103,99,5,0,-1,0
O=C(c1cc(S(=O)(=O)N2CCOCC2)ccc1Cl)N1CCc2ccccc2C1,99,2,98,99,-7,1,9,-4
Cc1ccc(Nc2nc(N)nc(CSc3nnc(C)s3)n2)cc1,103,4,103,99,-8,27,-7,-6
COc1ccc(Cl)cc1NC(=S)NNC(=O)c1cccs1,104,-12,110,103,-6,18,0,3
CSCCNC(=O)Nc1c(-c2c(Cl)cccc2Cl)noc1C,97,2,108,98,-6,1,-4,6

# Profiles, quoted from the list:
# Entry for CSCCNC(=O)Nc1c(-c2c(Cl)cccc2Cl)noc1C → MEP2-GFP yeast: 97; proCasp7 act: 2; LAP4 TOR yeast: 108; RPL19A-GFP yeast: 98; ZTA counter: -6; AHR activator: 1; procasp3 activ: -4; EBNA-1 inhibitor: 6
# Entry for Cc1ccc(Nc2nc(N)nc(CSc3nnc(C)s3)n2)cc1 → MEP2-GFP yeast: 103; proCasp7 act: 4; LAP4 TOR yeast: 103; RPL19A-GFP yeast: 99; ZTA counter: -8; AHR activator: 27; procasp3 activ: -7; EBNA-1 inhibitor: -6

# Screening data: PubChem BioAssay, several laboratories

# Outcome played no part in choosing rows. About 3.8% of those tested had a hit in this group.
